Assay outcomes deposited in PubChem BioAssay by several laboratories.
FAS TE block: blocks the thioesterase domain of human fatty acid synthase; P49327; recombinant FAS-TE, OMFH fluorogenic substrate, fluorescence endpoint; inhibition, % at 15 µM; actives 0.67% (n = 360,000);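 active = compounds whose normalised, plate-corrected inhibition of enzyme fluorescence in the single-dose primary screen is 50% or more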;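 also: 0% = DMSO with enzyme and 100% = substrate without enzyme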
Rin1-Abl PPI inh: blocks binding of human Rin1 to Abl; P00519+Q13671; TR-FRET Rin1/Abl binding, biochemical; inhibition, % at 7.35 µM; actives 0.4% (n = 360,000); in the data active = inhibition above about 5%, passing the limit was not always enough
CSN deneddyl inh: CSN deneddylation inhibition; Q92905; Purified CSN, SCF-Nedd8-OG deneddylation, fluorescence polarization; inhibition, % at 12.5 µM; actives 0.38% (n = 360,000);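 active = pattern-corrected inhibition above about 35%, with an unprinted fluorescence ratio check between 0.5 and 1.5, limit read from the data, passing the limit was not always enough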;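 also: 0% = enzyme with substrate and 100% = substrate without enzyme; some results filed as inactive read as strong as hits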
Target sequence (Q92905 whole entry, looked up, one chain of several): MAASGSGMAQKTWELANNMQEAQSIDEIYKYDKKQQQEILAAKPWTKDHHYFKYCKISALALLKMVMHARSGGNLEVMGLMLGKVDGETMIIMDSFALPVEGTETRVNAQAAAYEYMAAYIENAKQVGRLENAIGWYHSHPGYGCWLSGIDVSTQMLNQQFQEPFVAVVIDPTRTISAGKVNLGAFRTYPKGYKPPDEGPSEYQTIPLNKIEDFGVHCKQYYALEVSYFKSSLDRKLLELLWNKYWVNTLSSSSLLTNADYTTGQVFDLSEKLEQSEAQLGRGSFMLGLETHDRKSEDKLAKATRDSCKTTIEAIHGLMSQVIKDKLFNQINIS
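Material: human Csn5 produced in HEK293T cells; Input: enzyme 0.24 nM; Reagent: SCFSkp2-Nedd8OG substrate at 10 nM final; Dosing: 12.5 µM compound; Incubation: 90 min reaction at room temperature; Detection: fluorescence polarization of the substrate; Evaluation: % inhibition of substrate cleavage by Csn5; Control set: substrate-only high control, full reaction low control.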
Neddylation inh: cullin neddylation inhibition; P61081+Q13564; TR-FRET cullin neddylation, biochemical; calls only at 25 µM; actives 0.58% (n = 360,000); AID 651699; in the data active = inhibition above about 36%
Target sequence (P61081 whole entry, looked up): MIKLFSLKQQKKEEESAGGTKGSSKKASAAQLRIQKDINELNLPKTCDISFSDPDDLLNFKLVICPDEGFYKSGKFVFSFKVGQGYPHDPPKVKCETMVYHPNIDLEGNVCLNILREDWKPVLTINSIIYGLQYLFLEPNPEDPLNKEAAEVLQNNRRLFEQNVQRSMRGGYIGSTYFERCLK
Target sequence (Q13564 whole entry, looked up): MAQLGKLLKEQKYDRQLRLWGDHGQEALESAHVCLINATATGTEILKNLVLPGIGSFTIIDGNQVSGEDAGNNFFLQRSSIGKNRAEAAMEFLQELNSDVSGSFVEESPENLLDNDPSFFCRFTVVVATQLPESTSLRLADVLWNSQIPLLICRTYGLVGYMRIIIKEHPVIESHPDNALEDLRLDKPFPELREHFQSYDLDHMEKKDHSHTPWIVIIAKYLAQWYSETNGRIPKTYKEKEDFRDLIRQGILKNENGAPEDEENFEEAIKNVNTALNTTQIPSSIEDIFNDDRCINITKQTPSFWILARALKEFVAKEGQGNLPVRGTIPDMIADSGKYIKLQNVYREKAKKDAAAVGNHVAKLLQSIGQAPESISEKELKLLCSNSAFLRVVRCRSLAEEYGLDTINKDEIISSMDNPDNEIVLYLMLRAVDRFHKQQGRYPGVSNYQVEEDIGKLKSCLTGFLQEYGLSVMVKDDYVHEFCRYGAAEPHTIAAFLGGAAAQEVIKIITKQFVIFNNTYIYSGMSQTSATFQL
MLLE-PAM2 inh: inhibitors of microRNA-mediated deadenylation, human PABP1 MLLE binding. P11940. GST-MLLE / FITC-PAM2 fluorescence polarization. inhibition, % at 20 µM. actives 0.36% (n = 360,000). AID 588489; in the data active = inhibition above about 35%, passing the limit was not always enough;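 also: plate controls were DMSO wells with GST-MLLE for no effect and wells lacking GST-MLLE protein for full effect; some results filed as inactive read as strong as hits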
MsrA inhibitor: inhibitors of bovine MsrA | purified bovine MsrA, absorbance read-out | inhibition, % at 15.5 µM | actives 0.75% (n = 360,000) | AID 651718; in the data active = inhibition above about 4.5%;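 also: 0% = vehicle wells with enzyme and 100% = reference inhibitor wells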
Tb MetRS inh: Trypanosoma brucei MetRS inhibition. inhibition, % at 11.9 µM. AID 624268. purified T. brucei MetRS, ATP depletion, Kinase-Glo luminescence. actives 0.4% (n = 360,000);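 active = inhibition above a per-plate cutoff of the control wells' mean inhibition plus 3 SD, cut at about 5.5% in these data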;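 also: 0% = DMSO wells median and 100% = median of wells with control inhibitor compound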
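Material: T. brucei methionyl-tRNA synthetase, purified; reagent: substrates ATP, L-methionine and bulk Escherichia coli tRNA; dosing: 11.9 µM single point; timing: 15 min plus 2 h at 25 °C; detection: luminescence of leftover ATP; evaluation: % inhibition; control set: DMSO-only wells as low control; replicates: singlicate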
eLon inh: inhibits E. coli Lon protease. P0A9M0. purified E. coli Lon protease, fluorescence polarization. inhibition, % at 7.94 µM. actives 0.42% (n = 360,000). AID 602123; in the data active = inhibition above about 13%, passing the limit was not always enough;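 also: 0% = enzyme with probe and DMSO and 100% = no enzyme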
MsrA act: activates bovine MsrA enzyme; activation, % at 10.6 µM; actives 0.3% (n = 360,000); purified bovine MsrA, absorbance read-out; in the data active = activation above about 7.5%;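 also: 0% = vehicle and 100% = reference activator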
* = called active by the depositor; i = inactive; nt = no result given; & = joins results of further samples.

SMILES | FAS TE block | Rin1-Abl PPI inh | CSN deneddyl inh | Neddylation inh | MLLE-PAM2 inh | MsrA inhibitor | Tb MetRS inh | eLon inh | MsrA act
O=C(CSc1nnc(SCc2ccccc2)s1)N/N=C/C=C/c1ccco1 | 7 | -2 | 32 | i | -102 | -0.1 | -0.4 | -11 | -3
O=C(/C=C/c1ccc(Cl)cc1)Nc1cc(S(=O)(=O)N2CCOCC2)ccc1N1CCOCC1 | 21 | -2 | -1 | i | 4 | 0.5 | 0.4 | 7 | -8
O=C1CNC(=S)N1Cc1ccccc1 | -7 | 2 | 6 | i | -31 | 0.1 | -0.4 | 1 | -2
COc1ccccc1C(=O)NCCC(=O)NNC(=O)c1ccccc1O | -3 | -2 | -2 | i | 1 | 0.9 | -0.5 | -6 | -4
CCc1nc2ccc(C(=O)NC3CCC(C)CC3)cc2nc1CC (stereo not drawn) | 12 | 3 | 4 | i | 12 | 1.1 | -0.3 | -5 | -2
Cc1cc[n+](CC(=O)Nc2cccc(C)c2)cc1 | -11 | 0 | 2 | i | -6 | -0.2 | -1.4 | 5 | -9
O=C(O)C1(O)C[C@@H](O)C(O)[C@H](O)C1 (stereo partly drawn) | -3 | 1 | 0 | i | 8 | 1.7 | -0.7 | -8 | -3
COc1ccccc1CCNCc1ccc(OC)c(OCc2ccccc2)c1 | -11 | 2 | 1 | i | -2 | -0.5 | -0.4 | -5 | -1
CC12CCC(C(=O)O)(C/C1=N\O)C2(C)C (stereo not drawn) | -10&-17 | 2&3 | -1&-2 | i | -4&-2 | 0.4&1.0 | -0.3&-1.8 | 8&-15 | -5&-12
O=C(Nc1ccc(F)cc1F)N1CCN(CCc2ccccc2)CC1 | -7 | 2 | 2 | i | 13 | -0.3 | -0.4 | 0 | -3
CCC(c1nnnn1-c1ccc2c(c1)OCCO2)N1CCc2ccccc2C1 (stereo not drawn) | 9 | nt | 2 | i | nt | -0.9 | 0.0 | 1 | -1
COc1ccc(-n2cnnc2SCC(=O)Nc2cccc(S(=O)(=O)N3CCCCC3)c2)cc1 | 5 | -3 | -13 | i | -5 | 0.7 | -0.2 | 8 | 3

Entries of single compounds, quoted from the list.
`CC12CCC(C(=O)O)(C/C1=N\O)C2(C)C` (stereo not drawn) as listed: FAS TE block: -10&-17; Rin1-Abl PPI inh: 2&3; CSN deneddyl inh: -1&-2; Neddylation inh: i; MLLE-PAM2 inh: -4&-2; MsrA inhibitor: 0.4&1.0; Tb MetRS inh: -0.3&-1.8; eLon inh: 8&-15; MsrA act: -5&-12
`Cc1cc[n+](CC(=O)Nc2cccc(C)c2)cc1` as listed: FAS TE block: -11; Rin1-Abl PPI inh: 0; CSN deneddyl inh: 2; Neddylation inh: i; MLLE-PAM2 inh: -6; MsrA inhibitor: -0.2; Tb MetRS inh: -1.4; eLon inh: 5; MsrA act: -9
`O=C(/C=C/c1ccc(Cl)cc1)Nc1cc(S(=O)(=O)N2CCOCC2)ccc1N1CCOCC1` as listed: FAS TE block: 21; Rin1-Abl PPI inh: -2; CSN deneddyl inh: -1; Neddylation inh: i; MLLE-PAM2 inh: 4; MsrA inhibitor: 0.5; Tb MetRS inh: 0.4; eLon inh: 7; MsrA act: -8

(cont.)
SMILES | FAS TE block | Rin1-Abl PPI inh | CSN deneddyl inh | Neddylation inh | MLLE-PAM2 inh | MsrA inhibitor | Tb MetRS inh | eLon inh | MsrA act
Cc1snc(SCC(=O)N/N=C(\N)COc2ccc(F)cc2)c1C#N | 7 | -2 | -4 | i | 10 | 0.7 | -0.6 | -7 | -4
O=C(OCC(=O)N1CCN(C(=O)c2ccco2)CC1)c1ccc(S(=O)(=O)N2CCCCC2)cc1 | 0 | -4 | -1 | i | -3 | -0.6 | -0.3 | -5 | -1
COc1ccc([C@@H]2CC=C(C(=O)O)[C@H](c3ccccc3)N2S(=O)(=O)c2ccccc2C)cc1 | -7 | 1 | 5 | i | 1 | -0.3 | -0.2 | -9 | -2
O=C(Nc1ccc(Cl)c(C(F)(F)F)c1)[C@@H]1CC=C[C@@H]2CCN(Cc3ccc(Cl)c(Cl)c3)C(=O)[C@@H]21 | 33 | 4 | -4 | i | 2 | 1.0 | -0.1 | 7 | 0
O=c1[nH]c(Nc2ccc3c(c2)OCCO3)nnc1Cc1ccc(Cl)cc1 | -16 | 3 | -9 | i | -2 | 0.3 | -1.3 | -2 | -13
CC(NS(=O)(=O)c1ccc(CCC(=O)NCC2CCCO2)cc1)c1ccccc1 (stereo not drawn) | -8 | 0 | -2 | i | 5 | -0.6 | -1.0 | -14 | -7
CCOc1ccccc1N(CC(=O)NCCSc1ccccn1)S(=O)(=O)c1ccccc1 | 6 | 1 | -2 | i | 11 | -0.5 | -0.5 | -9 | -2
C=CCn1c(SCC(=O)NC(=O)Cc2ccccc2)nnc1-c1ccccc1F | -6 | 3 | -2 | i | -8 | 0.5 | -0.4 | 7 | -2
O=C(CCc1nnc(CCCCc2ccccc2)o1)NCCC1CCCCO1 (stereo not drawn) | 3 | 2 | -16 | i | 8 | 1.1 | 0.5 | 2 | -4
C=CCn1cc(C(=O)N2CCN(C)CC2)c(=O)c2cc(S(=O)(=O)N(CC)CC)ccc21 | -6 | 2 | 1 | i | 5 | 0.8 | -0.8 | -3 | -2
COc1ccc(C(=O)Nc2ccc(S(=O)(=O)NC(C)(C)C)cc2)cc1[N+](=O)[O-] | 5 | -2 | 8 | i | -7 | 0.5 | -0.7 | 9 | -8
COC(=O)[C@]1(C)N[C@H](CN(C)C(=O)Nc2ccc(Cl)cc2)[C@@H]2C(=O)N(C)C(=O)[C@@H]21 | -12 | -2 | 0 | i | 0 | -1.1 | -0.2 | -9 | 2
CCCSc1nc(SCC(=O)NCc2ccccc2)c2c3c(sc2n1)COC(C)(C)C3 | -5 | -1 | -1 | i | 0 | -0.5 | -1.5 | 7 | -11
CCN(CC)Cc1cc(C(C)(C)C)cc(N2CCOCC2)c1O | -11 | 3 | -3 | i | 5 | -0.3 | -0.3 | -11 | -3
Cc1ccc(/C=N/NC(=O)Cc2ccc(O)cc2)s1 | -2 | -2 | 6 | i | 7 | 1.7 | -0.8 | -2 | -6
CCCC(=O)N1CCN(c2ccc(NC(=O)c3ccc4c(c3)OCCO4)cc2)CC1 | -3 | 3 | -1 | i | 12 | 0.7 | -0.5 | 10 | -4
COc1cc(OC)c(C2Oc3nc(SC)nnc3-c3ccccc3N2C(C)=O)cc1OC (stereo not drawn) | -1 | 4 | -5 | i | 5 | 0.9 | -0.3 | 5 | -3
CCNc1nc(NCC)n2c(SCC(=O)Nc3ccc(C(F)(F)F)cc3[N+](=O)[O-])nnc2n1 | -1 | 4 | -16 | i | -6 | 0.7 | -0.6 | -9 | 0
CC(C)CN(Cc1c(O)ccc2ccccc12)CC(C)C | 10 | -3 | -3 | i | 36 | 3.3 | -0.1 | -2 | -3
Cc1ccc(S(=O)(=O)N2CCN(C(=O)COC(=O)COc3ccccc3)CC2)cc1 | 16 | 3 | -4 | i | 10 | 0.3 | -0.6 | -7 | 9.9*
NC(=O)CCCC1=NS(=O)(=O)c2ccccc2N1 | -5 | -2 | 0 | i | 1 | -0.7 | 0.2 | 5 | 0
Cc1cccc(C)c1NC(=O)CNC(=O)c1ccc(COc2ccccc2)cc1 | -6 | 2 | -6 | i | 7 | 0.6 | -0.2 | -5 | -1
O=c1[nH]c(/C=C/c2ccc(OC(F)F)cc2)nc2c1cnn2-c1ccccc1 | 1 | -4 | 0 | nt | -2 | 0.0 | -0.4 | 0 | -3
C/C(=N/NC(=O)c1ccc(C)s1)c1cccc(NC(=O)c2ccoc2C)c1 | 16 | 0 | 2 | i | 0 | -0.6 | -0.3 | 2 | -2

Of the compounds above, two contain an NH in an aromatic ring.
SMILES | FAS TE block | Rin1-Abl PPI inh | CSN deneddyl inh | Neddylation inh | MLLE-PAM2 inh | MsrA inhibitor | Tb MetRS inh | eLon inh | MsrA act
O=c1[nH]c(Nc2ccc3c(c2)OCCO3)nnc1Cc1ccc(Cl)cc1 | -16 | 3 | -9 | i | -2 | 0.3 | -1.3 | -2 | -13
O=c1[nH]c(/C=C/c2ccc(OC(F)F)cc2)nc2c1cnn2-c1ccccc1 | 1 | -4 | 0 | nt | -2 | 0.0 | -0.4 | 0 | -3

(cont.)
SMILES | FAS TE block | Rin1-Abl PPI inh | CSN deneddyl inh | Neddylation inh | MLLE-PAM2 inh | MsrA inhibitor | Tb MetRS inh | eLon inh | MsrA act
CCOC(=O)/C(=N\Nc1ccccc1[N+](=O)[O-])c1csc(N)n1 | -4 | -1 | -6 | i | 19 | 0.9 | -0.4 | -1 | -3
COc1ccc(OC)c(NC(=O)CSc2nn3c(=O)c(C)nnc3s2)c1 | -7 | -1 | -2 | i | 16 | 3.1 | -0.2 | 4 | -4
COCCNC(=O)c1cc(Br)ccc1Cl | -3 | 3 | 0 | i | 1 | 1.1 | 0.2 | -5 | 1
Cc1cc(=O)oc2c1ccc1oc(/C(=N/O)c3ccccc3)c(C)c12 | -4 | -3 | -3 | i | 16 | 0.3 | 0.1 | -8 | -1
CC1CCCCN1S(=O)(=O)c1coc(C(N)=O)c1 (stereo not drawn) | -3 | 4 | 0 | i | 1 | -1.7 | 2.1 | -1 | -5
Cc1cccc(C(=O)OCC(=O)NC(=O)NC2CCCCC2)c1 | 4 | -5 | 0 | i | -5 | -1.7 | 0.3 | 6 | -2
CC(C)C(NS(=O)(=O)c1cccc(C(F)(F)F)c1)C(=O)O (stereo not drawn) | -2 | 1 | 0 | i | 4 | 0.2 | 0.2 | -7 | -1
CCOc1ccc(S(=O)(=O)NCCN2CCOCC2)c2ccccc12 | -7 | -1 | 0 | i | 4 | 0.2 | -0.1 | -1 | -9
COc1cc(C(=O)NCCN2C(=O)S/C(=C\c3cccs3)C2=O)cc(OC)c1OC | 20 | -1 | -5 | i | -3 | 2.7 | -0.6 | 2 | -4
Cc1csc(CNc2ncnc3ccc(-c4cccc(Cl)c4)cc23)c1 | 17 | 4 | 8 | i | -5 | 0.3 | -0.5 | -5 | -12
Cc1cc2c(=O)n(CC(=O)N3CCN(c4ccc(F)cc4)CC3)cnc2s1 | 0 | -1 | -3 | i | 0 | -0.2 | -1.6 | 2 | -5
CCOC(=O)c1c(C)oc2cc(Cl)c(O)c(CN(C)C)c12 | -6 | -2 | -1 | i | 4 | 0.2 | -0.4 | 0 | -2
Cc1cc(-n2cnnn2)cc(C)c1S(=O)(=O)N(C)c1ccccc1 | 14 | 2 | -3 | i | 0 | -0.2 | -0.1 | 2 | -2
O=C(c1ccccc1)C1CC1c1ccccc1 (stereo not drawn) | 11 | -1 | 0 | i | 1 | 0.4 | -0.3 | 5 | -2
Cc1nc(CN(C)C(=O)c2ccccc2OC2CCN(S(C)(=O)=O)CC2)cs1 | -1 | -1 | 4 | i | -7 | 0.5 | -0.7 | -2 | -3
COc1cc(/C=C/C(=O)OCC(=O)c2ccc(S(=O)(=O)N3CCCCC3)cc2)cc(OC)c1OC | -8 | -5 | -2 | i | -3 | -1.9 | -0.4 | 1 | -1
N#Cc1cc2ccccc2nc1SCc1cccnc1 | 16 | -6 | 4 | i | 8 | 0.0 | -1.4 | -10 | -13
CCOC(=O)Cc1ccc(Nc2nc(NC)nc3ccsc23)cc1 | -4 | -2 | 0 | i | -3 | 1.4 | -0.3 | -13 | -5
COCCNC(=S)N/N=C/c1c2ccccc2cc2ccccc12 | 6 | -2 | 0 | i | -12 | -0.7 | -0.6 | -37 | -1
COC(=O)c1ccc(COC(=O)[C@@H]2CC(O)CN2S(=O)(=O)c2ccccc2[N+](=O)[O-])cc1 (stereo partly drawn) | 1 | -1 | -9 | i | 2 | -0.1 | -0.4 | 1 | 0
CNS(=O)(=O)c1ccc(NC(=O)c2ccc(Cl)cc2Cl)cc1 | -6 | -4 | -9 | i | 0 | -0.9 | 4.7 | -12 | -3
